STK33 inh = inhibitors of purified STK33 kinase, primary screen, biochemical, ADP-Glo luminescence, homogeneous, cell-free | inhibition, % at 10 µM | Serine/threonine-protein kinase 33 (Homo sapiens), Q9BYT3 | MBP phosphorylation | 0.073% of 320,000 active;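 active = inhibition at or above 25%, using the most active replicate where run in duplicate; inactive = inhibition below 25%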
KCNQ2 inh = KCNQ2 potassium channel inhibitors, primary screen, cell-based, CHO-K1, FluxOR thallium flux, B-score (AID 2156). Potassium voltage-gated channel subfamily KQT member 2 (Rattus norvegicus), O88943. 20 min; stronger effect = lower value. B-score at 10 µM. 1.1% of 310,000 active;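 active = fluorescence ratio B-score at most minus 3 library SDs, with starting brightness B-score within 2 library SDs, cut at about -5.5 in these data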
Target sequence (O88943 whole entry, looked up): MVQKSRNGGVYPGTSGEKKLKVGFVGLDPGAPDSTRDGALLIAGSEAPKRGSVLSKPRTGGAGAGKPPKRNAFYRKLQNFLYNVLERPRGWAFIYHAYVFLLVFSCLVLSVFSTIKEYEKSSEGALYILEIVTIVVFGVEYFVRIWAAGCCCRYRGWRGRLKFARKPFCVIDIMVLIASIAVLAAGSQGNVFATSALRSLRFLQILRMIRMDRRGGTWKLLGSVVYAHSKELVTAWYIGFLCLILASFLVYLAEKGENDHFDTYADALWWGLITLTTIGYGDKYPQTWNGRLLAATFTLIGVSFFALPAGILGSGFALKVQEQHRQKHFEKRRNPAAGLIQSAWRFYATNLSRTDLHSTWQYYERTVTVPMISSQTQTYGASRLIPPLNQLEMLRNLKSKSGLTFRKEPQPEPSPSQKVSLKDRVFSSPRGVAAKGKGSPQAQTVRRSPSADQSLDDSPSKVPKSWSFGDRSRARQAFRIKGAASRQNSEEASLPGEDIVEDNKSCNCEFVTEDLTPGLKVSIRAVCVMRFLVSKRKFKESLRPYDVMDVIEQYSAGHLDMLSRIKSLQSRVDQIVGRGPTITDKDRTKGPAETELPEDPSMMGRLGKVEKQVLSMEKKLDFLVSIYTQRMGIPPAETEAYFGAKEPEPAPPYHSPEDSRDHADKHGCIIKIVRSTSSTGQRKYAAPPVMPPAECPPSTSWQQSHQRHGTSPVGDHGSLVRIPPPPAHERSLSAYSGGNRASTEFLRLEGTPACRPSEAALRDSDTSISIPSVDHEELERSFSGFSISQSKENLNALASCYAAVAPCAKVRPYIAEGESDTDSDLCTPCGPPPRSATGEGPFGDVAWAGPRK
Kir21 inh = inhibitors of mouse Kir2.1 inward-rectifier potassium channel; Inward rectifier potassium channel 2 (Mus musculus), P35561; HEK293-Kir2.1, FluxOR thallium flux fluorescence; stronger effect = lower value; B-score at 10 µM; 0.85% of 310,000 active;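 active = fluorescence ratio B-score at or below minus 3 SD of library scores, with starting-brightness B-score within 2 SD, cut at about -4.2 in these data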;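 also: channel flux triggered by added potassium and thallium sulfate stimulus; B-score of peak minus minimum fluorescence over baseline after thallium stimulus; more negative B-score means stronger Kir2.1 block with less thallium influx; some compounds called inactive have numbers as strong as hits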
* = called active by the depositor; i = inactive; nt = not tested or not shown.

SMILES	STK33 inh	KCNQ2 inh	Kir21 inh
CCOCCCN(C(=O)CNC(=O)c1ccco1)C(C(=O)NC1CCCC1)c1cccc(OC)c1 (stereo not given)	1.0	i	1.18
ON=Cc1cccn1-c1ccccc1	0.2	i	0.91
CC(=O)NC(Cc1ccc(F)cc1)C(=O)N1CCN(C(=O)NCc2ccccc2)CC1 (stereo not given)	-1.1	i	0.14
Clc1ncc(Cn2cccn2)s1	-1.9	i	2.56
COc1ccc(-c2cc(C)no2)cc1S(=O)(=O)N1CCOc2ccccc21	0.0	i	-0.35
c1ccc(C2OCC3(CO2)COC(c2ccccc2)OC3)cc1 (stereo not given)	-0.3	i	-0.37
OCC1(CCc2ccccc2)CCCN(CCCc2ccccc2)C1 (stereo not given)	-0.8	-6.62*	-0.7
CCCCNc1ccc(C(CC(N)=O)NC(=O)c2ccccc2)cc1[N+](=O)[O-] (stereo not given)	0.4	i	-0.82
O=C(C1CCCN(S(=O)(=O)c2cc(Cl)ccc2Cl)C1)N1CCCCCC1 (stereo not given)	-2.4	i	0.35
CC(C)OCCCNc1ncc2c(n1)CC(c1ccc(N(C)C)cc1)CC2=O (stereo not given)	2.4	i	0.24
OC1(c2ccc(F)cc2)CCN(Cc2ccccc2)C1 (stereo not given)	-0.4	i	-4.45*
CCCCC(=O)Nc1nnc(-c2ccc(OC)cc2)s1	-1.5	i	0.01
COc1ccc(Cc2nc3ccc(S(=O)(=O)N4CCOCC4)cc3[nH]2)cc1	0.5	i	-0.15
c1ccc(Oc2ncnc3sccc23)cc1	-2.5	i	-0.17
CCOc1cc(C(=O)NCC2CCCO2)cc(OCC)c1OCC (stereo not given)	-1.0	i	-0.46
Cc1cc(NC(=O)c2cc(-c3ccc(C)c(C)c3)nc3ccccc23)no1	0.7	i	-2.11
CNc1nc(N)c(C(=O)Nc2cc(C)on2)s1	-0.9	i	0.24
CCN(Cc1ccccc1)C(=O)COC(=O)c1cc(=O)[nH]c2ccccc12	-1.8	i	1.57
Cc1ccc(OCCC(=O)OCC(=O)NCCc2ccc(Cl)cc2)cc1	nt	i	-0.91
O=C(O)C(=O)/C(=C\c1ccsc1)c1ccc2ccccc2n1	-1.2	i	0.03
COc1ccc(-c2nnc(-c3cc(OC)c(OC)c(OC)c3)o2)cc1OC	0.1	i	-1.31
O=C(NCCCN1CCC(Cc2ccccc2)CC1)C1CC(=O)N(C2CCCCCC2)C1 (stereo not given)	0.8	i	-1.55
Cn1c(N)nc2ccccc2c1=O	1.0	i	-2.69
COc1cc(NC(=O)COC(=O)CNC(=O)c2ccc(Cl)cc2)c(C)cc1[N+](=O)[O-]	-1.4	i	-0.01
O=C(NCc1cc(F)ccc1F)C1CCC(=O)N(C2CCCCCC2)C1 (stereo not given)	-0.5	i	0.18

Overlap with the part before: 7 entries; new compounds follow.
SMILES	STK33 inh	KCNQ2 inh	Kir21 inh
Cc1ccc(OCCC(=O)OCC(=O)NCCc2ccc(Cl)cc2)cc1	nt	i	-0.91
O=C(O)C(=O)/C(=C\c1ccsc1)c1ccc2ccccc2n1	-1.2	i	0.03
COc1ccc(-c2nnc(-c3cc(OC)c(OC)c(OC)c3)o2)cc1OC	0.1	i	-1.31
O=C(NCCCN1CCC(Cc2ccccc2)CC1)C1CC(=O)N(C2CCCCCC2)C1 (stereo not given)	0.8	i	-1.55
Cn1c(N)nc2ccccc2c1=O	1.0	i	-2.69
COc1cc(NC(=O)COC(=O)CNC(=O)c2ccc(Cl)cc2)c(C)cc1[N+](=O)[O-]	-1.4	i	-0.01
O=C(NCc1cc(F)ccc1F)C1CCC(=O)N(C2CCCCCC2)C1 (stereo not given)	-0.5	i	0.18
CN(CC1CCCN(CCc2ccc(Cl)cc2)C1)C(=O)c1ccc2nc[nH]c2c1 (stereo not given)	0.5	i	-0.95
O=C(Nc1ccc(Cl)cc1)N1CCC(c2ccccc2)C1 (stereo not given)	0.1	i	1.2
CC(/C=N/NC(=O)Cc1cccs1)=C\c1ccco1	1.2	i	1.11
Cn1c(CC(=O)Nc2ccc(Cl)c(Cl)c2)nnc1SCC(=O)Nc1nccs1	-0.7	i	1.01
CCOC(=O)C1(Cc2cccc(Cl)c2)CCCN(C(=O)CCN2CCCC2=O)C1 (stereo not given)	-2.1	i	-0.75
N#CC1=C(N)Nc2ncnn2C1c1ccccc1 (stereo not given)	0.2	i	-0.03
O=C(O)c1cccc(NC(=S)NC(=O)c2ccc3ccccc3c2)c1	-0.8	i	1.07
CCNc1nc(NCC)n2c(SCC(=O)Nc3ccccc3Cl)nnc2n1	nt	i	-1.99
CCN(CC)C(=O)Nc1ccc(Br)cc1	-0.6	i	0.75
COc1ccc(/C=C2\CCc3ccccc3C2=O)cc1OC	1.4	i	0.19
COc1ccc2nc3c(cc2c1)c(NC(=O)c1cccs1)nn3CC(C)C	4.7	i	0.98
COc1cc(C)ccc1OCCCCOc1ccccc1C(C)=O	-0.4	i	-2.1
NC(=O)COc1ccc(/C=N\NC(=O)c2ccc(-c3ccccc3)cc2)cc1	0.2	i	0.97
COc1ccc(NC(=O)c2cccc(S(=O)(=O)NCc3ccco3)c2)c(OC)c1	nt	i	-1.54
CN(c1ccc(C(=O)NC2CC2)cc1)S(=O)(=O)c1ccccc1	-2.2	i	-2.02
CCN(CCNC(=O)CCCn1nc(C)n2c(cc3sccc32)c1=O)c1ccccc1	-1.5	i	-1.3
c1ccc(-n2ncc3c2ncn2nc(-c4ccco4)nc32)cc1	0.3	i	0.01
O=C(NCCSCc1c(F)cccc1Cl)Nc1ccccc1	-2.7	i	-0.27
COc1ccc(/C=C/C(=O)c2cc3cccc(OC)c3oc2=O)cc1	3.0	i	0.53
Cc1ccc(C(C(=O)NC2CCCCC2)N2CCCC2)cc1 (stereo not given)	-0.6	i	-1.11
CCN(CC)S(=O)(=O)c1cc(C(=O)OCC(=O)Nc2ccc(-c3nc4ccc(C)cc4s3)cc2)ccc1F	-0.5	i	-0.99
CCn1c(SCC(=O)NC2CC2)nnc1-c1ccc(OC)cc1	-1.7	i	-0.58
CC1CCCCN1C(=O)CN(C)S(=O)(=O)c1cccc2nsnc12 (stereo not given)	0.8	i	0.67
CCCCC(=O)N1C/C=C\C(c2ccc(OC)cc2)N(Cc2ccc(F)cc2)C(=O)[C@H]1Cc1ccccc1 (stereo not given in full)	-0.3	i	-1.96
Nc1[nH]n(-c2ccccc2)c(=O)c1N=Nc1ccccc1	-1.7	i	-0.09

Rewritten field by field: part of the list above
> CCn1c(SCC(=O)NC2CC2)nnc1-c1ccc(OC)cc1
  STK33 inh = -1.7; KCNQ2 inh = i; Kir21 inh = -0.58
> CN(c1ccc(C(=O)NC2CC2)cc1)S(=O)(=O)c1ccccc1
  STK33 inh = -2.2; KCNQ2 inh = i; Kir21 inh = -2.02

Additional structures follow:
SMILES	STK33 inh	KCNQ2 inh	Kir21 inh
Cc1cccc(N2CCN(S(=O)(=O)c3c(C)nc4scc(C)n4c3=O)CC2C)c1 (stereo not given)	-1.2	i	0.01
c1ccc(-c2cn3c(n2)CCC3)cc1	0.5	i	0.08
O=C(Nc1ccncc1)c1cc(F)cc(F)c1	0.9	i	-0.91
CCC(=O)Nc1sc2c(c1C#N)CCCCC2	-0.2	i	0.11
CCN1CCC(NC(=O)Nc2ccc(F)cc2)CC1	nt	i	1.74
O=C(Cc1cccc2ccccc12)Nc1ccccc1C(=O)O	0.8	i	1.31
COc1cc(NC(=O)COc2ccc(Cl)cc2)ccc1-c1cc2ccccc2oc1=O	-1.1	i	0.37
O=C(CN1CCN(Cc2ccc(Cl)cc2)CC1)N1CCc2ccccc21	-1.8	i	-9.49*
CC1(C)CC(=O)C(C=NC2CC(C)(C)NC(C)(C)C2)=C(O)C1	-3.1	i	0.41
COc1ccc(-c2noc(CCC(=O)NCCCN3CCN(c4ccccc4F)CC3)n2)cc1	-0.6	i	-0.59
CC(=O)c1cccc(NC(=O)NC(C)c2ccncc2)c1 (stereo not given)	-0.1	i	0.56
CCOC(=O)CNC(=O)CSc1nc(N(C)C)nc(N2CCOCC2)n1	0.7	i	0.92
CC(C)c1ccc(NC(=S)NN2C(C)CCCC2C)cc1 (stereo not given)	-0.4	i	0.32
O=C(Cn1nnc2ccccc2c1=O)Nc1cc(C(F)(F)F)ccc1N1CCOCC1	-1.1	i	-0.04
COc1ccc(C)cc1NC(=O)CCNS(=O)(=O)c1cccc(C(F)(F)F)c1	-0.2	i	-2.6
Cc1cc(OC(F)F)ccc1NC(=O)Nc1ccc([N+](=O)[O-])cc1	-0.6	i	0.61
O=C(COc1ccc(S(=O)(=O)Nc2ccccc2)cc1)NCc1ccccn1	-0.2	i	1.72
O=C(Cc1ccccc1)Nc1ccc2oc(-c3ccncc3)nc2c1	3.2	i	1.99
Cc1ccc(N(CC(=O)NCc2ccco2)C(=O)CCC(=O)Nc2nccs2)cc1	-2.9	i	0.94
Cc1cc(C(F)F)n2nc(C(=O)NCc3ccccc3F)nc2n1	-0.9	i	0.23
Cc1ccc(SCC(=O)OC(C)C(=O)Nc2ccc(S(N)(=O)=O)cc2)cc1C (stereo not given)	nt	i	1.37
CC(=O)Cn1c(CN2CC(C)CC(C)C2)nc2c1c(=O)n(C)c(=O)n2C (stereo not given)	nt	i	-0.52
CC(C)(C)NC(=O)NC(=O)CN1CCN(c2ccccc2)CC1	-4.7	i	0.5
NS(=O)(=O)c1ccc(CCNC(=O)Cc2ccc(S(=O)(=O)N3CCOCC3)s2)cc1	-0.7	i	-1.46
CCOC(=O)c1ccc(NC(=S)NN2CCOCC2)cc1	-0.5	i	-1.45

(continued)
SMILES	STK33 inh	KCNQ2 inh	Kir21 inh
O=C(COC(=O)CN1C(=O)C2CCCCC2C1=O)NC1CCS(=O)(=O)C1 (stereo not given)	4.5	i	0.59
Brc1ccc(-c2noc(COc3ccc4ccccc4c3)n2)o1	-2.1	i	-3.4
Cc1cc(N2CC(C(=O)O)CC2=O)ccc1Br (stereo not given)	0.2	i	-0.7
CCCCn1c(SCC(=O)c2ccccc2)nc2ccsc2c1=O	-2.3	i	1.57
COc1nc(-c2ccccc2)cc(-c2ccc(OC)c(OC)c2)n1	-0.4	i	0.57
O=C(O)/C=C/C(=O)Nc1ccc2c(c1)C(=O)c1ccccc1C2=O	-1.5	i	1.01
Fc1ccc(C(CNC(=S)NC2CCCCC2)N2CCOCC2)cc1 (stereo not given)	-0.4	i	-0.44
Cc1nnc(SCC(=O)NC2CCCCC2)n1C1CCCCC1	-1.0	i	0.69
Cc1cccc(-c2noc(-c3ccccc3C(=O)NCc3ccco3)n2)c1	0.1	i	0.97
COc1ccc(CC(=O)Nc2ccc(S(=O)(=O)Nc3cc(C)on3)cc2)cc1	-1.7	i	1.85
CC(C(=O)Nc1cc([N+](=O)[O-])ccc1Cl)N1CCN(c2ccc(O)cc2)CC1 (stereo not given)	-1.4	i	0.01
CC1(C)C(c2ccc(Cl)cc2)=[N+]([O-])C2(CCCC/C2=N\O)N1O (stereo not given)	0.7	i	0.09
Cn1c(=O)cc(Nc2ccc(Cl)cc2)[nH]c1=O	-0.2	i	-0.08
O=C(CCNS(=O)(=O)c1ccccc1C(F)(F)F)NCCCSc1ccccc1	-0.5	i	-0.01
Cc1ccc(NC(=O)CCCCCC2NC(=O)NC2C)cc1 (stereo not given)	-0.6	i	-1.57
Cc1ccc(CSc2nnc(-c3ccc4c(c3)OCO4)o2)cc1	0.4	i	-1.39
CCN(CC(=O)Nc1ccc(NC(C)=O)cc1)C(=O)C1CC(=O)N(Cc2ccc(C)cc2)C1 (stereo not given)	9.9	i	1.85
COc1cc(C(=O)O)ccc1OC(C)=O	-1.1	i	1.36
COc1ccc(CNC(=O)CN(C(=O)CCC(=O)Nc2nccs2)c2ccc3c(c2)OCO3)cc1	-0.6	i	0.73
Cc1ccc(C(=O)NC(=S)Nc2cc(-c3nc4ccccc4s3)ccc2C)cc1	-0.9	i	-2.75
CCc1ccc2nc(N3C(=O)c4oc5ccccc5c(=O)c4C3c3ccc(OC)c(OC)c3)sc2c1 (stereo not given)	-0.9	i	-0.11
CC(C)=CCCC(C)CN1CCC(n2nccc2NC(=O)c2cccnc2)CC1 (stereo not given)	4.2	i	0.55
N/C(=N\OC(=O)CC1CCCCC1)c1ccncc1	-1.5	i	-0.65
CC(C)c1ccc(/C=C/C(=O)Nc2nn[nH]n2)cc1	-1.6	i	0.19
Cn1cccc1Cc1nnc(SCC(=O)Nc2ccccc2)n1-c1ccc(F)cc1	-1.4	i	0.44

Individual results from the results shown:
Clc1ncc(Cn2cccn2)s1 – STK33 inh: -1.9
O=C(CN1CCN(Cc2ccc(Cl)cc2)CC1)N1CCc2ccccc21 – Kir21 inh: -9.49*

(more compounds)
SMILES	STK33 inh	KCNQ2 inh	Kir21 inh
Cc1cc(/C=C2\SC(=O)N(C)C2=O)c(C)n1-c1cccc(C(=O)O)c1	0.2	i	0.13
Cc1cccc(Nc2c3c(nc4ncnn24)CCC3)c1	-1.8	i	0.77
Cc1ccccc1CNC(=O)c1ccccc1C(=O)O	2.4	i	1.41
N#Cc1ccc(C(=O)Nc2nc(SCc3ccc(Cl)cc3)n[nH]2)cc1	-0.1	i	1.2
Cc1cccc(OCC(=O)N2CCN(C(=O)CCC3CCCC3)CC2)c1	-0.5	i	0.2
COC(=O)C1C(=O)C2=C(CC1C)NC(C)=C(C(=O)OC1CCCC1)C2c1ccc(N(C)C)cc1 (stereo not given)	-0.3	i	2
COc1ccccc1-c1cnn2c(NC3CCCC3)cc(C)nc12	-3.8	i	-0.85
CC(=O)NS(=O)(=O)c1cccnc1Nc1ccc(Cl)c(Cl)c1	-1.2	i	1.62

High-throughput results: PubChem, several laboratories
